Bioassay records from PubChem BioAssay.
mIDH1 inhibitor: blocks human mutant IDH1 R132H enzyme | 0.093% of 390,000 active | O75874 | Potency, µM (doses to about 76.6 µM), for inactives: top-dose activity change, negative = inhibition, usual class: inhibitors | AID 602179 | IDH1-R132H enzyme, NADPH consumption, diaphorase/resazurin fluorescence; also: potency is read from the fitted curve at half-maximal effect; % is scaled to controls: 0 for no effect and ±100 for the full control effect; nearly all actives have a fitted effect of over 65% in size
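IDH1-R132H (0.5 ug/mL dispensed) in pH 7.5 Tris buffer was preincubated 30 min with compound, then given a substrate mix of 0.016 mM NADPH and 2 mM alpha-KG for 80 min at room temperature; remaining NADPH was read by diaphorase/resazurin fluorescence.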
Vif-A3F inh: blocks the Vif interaction with APOBEC3F | HeLa A3F-eYFP + Vif (tagged APOBEC3F with the HIV-1 protein that degrades it), YFP fluorescence increase | Potency, µM (series often up to 46.1 µM), inactives show at the highest dose activity, negative = active | 0.2% of 390,000 active | AID 602313; also: potency is read from the fitted curve at half-maximal effect; % of control where 0% means no effect; nearly all actives have a fitted effect of over 65% in size
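HeLa cells stably expressing A3F-eYFP plus Vif, plated and incubated overnight at 37 deg C, then exposed to compounds overnight at 37 deg C. Blocked degradation read as raised yellow fluorescence (Ex 488/Em 500-530).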
LDHA block: blocks human lactate dehydrogenase A; P00338; purified LDHA, NADH/diaphorase-resazurin fluorescence; hits give low values; activity change, % (values are at about 110 or 230 µM); 0.15% of 480,000 active; AID 1347041; in the data active = activity change below about -30%; inconclusive = mostly about -25% to -30%;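 also: plate controls were DMSO wells for no effect and wells without enzyme for full effect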
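Resorufin fluorescence (ex540/em590), read at 0 and 20 min after diaphorase/resazurin addition, reports the NADH left after a 5 min room-temperature reaction of 2 nM human LDH5 with 0.06 mM NADH and 0.2 mM pyruvate.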
Glioma ERSR ind: inducers of ER stress response in human glioma cells. Potency, µM, for the others: top-dose activation, actives largely listed as activators. AID 602332. U87-MG GRP78 promoter luciferase reporter, 16 h. 0.02% of 420,000 active; also: potency is read from the fitted curve at half-maximal effect; series mostly up to about 76 µM; % of control where 0% means no effect; nearly all actives have a fitted effect of over 35% in size
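Stably transfected U87-MG human glioma cells carrying a GRP78-based luminescent sensor were seeded at 1000 cells/well, pin-dosed with compounds and incubated 16 h. Luciferase reagent was then added, and end-point luminescence was read after 10 min at room temperature.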
TrxR1 substrate: rat thioredoxin reductase 1 substrate activity; O89049; purified TrxR1 substrate turnover, NADPH consumption readout; Potency, µM (series often up to 114 µM), for the others: at the highest dose activity change, negative = substrate turnover; 0.01% of 390,000 active; AID 588456; also: potency is read from the fitted curve at half-maximal effect; % is scaled to controls: 0 for no effect and ±100 for the full control effect; nearly all actives have a fitted effect of over 50% in size
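Rat TrxR1, dispensed at 90 nM, was prereduced with 400 uM NADPH (final) for 5 min at ~22 deg C, then incubated with compound 15 min before 400 uM selenite. A first-read NADPH fluorescence drop versus no-compound background flagged substrates.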
RGS4 inhibitor: inhibitors of human regulator of G protein signaling 4; Potency, µM (titrated, usually from 114 µM), for the others: top-dose activity change, negative = inhibition, most hits filed as inhibitors; Transcreener GDP fluorescence polarization, RGS4-accelerated GTP hydrolysis; 0.039% of 390,000 active; also: potency is read from the fitted curve at half-maximal effect; % is scaled to controls: 0 for no effect and ±100 for the full control effect; nearly all actives have a fitted effect of over 75% in size; some results filed as inactive show a strong effect at the top dose
Target sequence (P49798 whole entry, looked up): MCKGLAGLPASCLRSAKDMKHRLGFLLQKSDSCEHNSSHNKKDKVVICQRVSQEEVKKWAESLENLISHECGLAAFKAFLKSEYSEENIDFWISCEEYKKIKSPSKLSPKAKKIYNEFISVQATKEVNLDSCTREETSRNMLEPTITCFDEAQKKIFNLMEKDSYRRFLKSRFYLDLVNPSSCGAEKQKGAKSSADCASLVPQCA
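MLSMR compounds (23 nl, pin-transferred) preincubated 10 min at room temperature with a 500nM (2x) first reagent, then RGS4 at 900nM (2x) plus Transcreener GDP mix added; fluorescence polarization (620/688 nm) read before and after 90 min at 30 °C.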
rTrxR1 inhibitor: rat TrxR1 inhibition | O89049 | recombinant rTrxR1, NADPH fluorescence consumption, selenite substrate | Potency, µM (series often up to 114 µM), without a hit: top-dose activity change, negative = inhibition, hits mostly inhibitors | 1% of 390,000 active; also: potency is read from the fitted curve at half-maximal effect; % is scaled to controls: 0 for no effect and ±100 for the full control effect; nearly all actives have a fitted effect of over 65% in size
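Rat TrxR1 (90 nM in the dispensed reagent) was pre-reduced with 400 uM NADPH for 5 min at room temperature, then incubated with compound for 15 min. After 400 uM selenite was added, NADPH fluorescence (Ex 340/Em 450 nm) was followed for 8 min.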
USP1-UAF1 inh: blocks the human USP1/UAF1 deubiquitinase complex; O94782; recombinant USP1/UAF1, Ub-Rhodamine cleavage fluorescence; Potency, µM (highest dose often 57.1 µM), for inactives: at the highest dose activity change, negative = inhibition, most hits filed as inhibitors; 0.23% of 390,000 active; also: potency is read from the fitted curve at half-maximal effect; % is scaled to controls: 0 for no effect and ±100 for the full control effect; nearly all actives have a fitted effect of over 60% in size; inactives centre near -12
Target sequence (O94782 whole entry, looked up): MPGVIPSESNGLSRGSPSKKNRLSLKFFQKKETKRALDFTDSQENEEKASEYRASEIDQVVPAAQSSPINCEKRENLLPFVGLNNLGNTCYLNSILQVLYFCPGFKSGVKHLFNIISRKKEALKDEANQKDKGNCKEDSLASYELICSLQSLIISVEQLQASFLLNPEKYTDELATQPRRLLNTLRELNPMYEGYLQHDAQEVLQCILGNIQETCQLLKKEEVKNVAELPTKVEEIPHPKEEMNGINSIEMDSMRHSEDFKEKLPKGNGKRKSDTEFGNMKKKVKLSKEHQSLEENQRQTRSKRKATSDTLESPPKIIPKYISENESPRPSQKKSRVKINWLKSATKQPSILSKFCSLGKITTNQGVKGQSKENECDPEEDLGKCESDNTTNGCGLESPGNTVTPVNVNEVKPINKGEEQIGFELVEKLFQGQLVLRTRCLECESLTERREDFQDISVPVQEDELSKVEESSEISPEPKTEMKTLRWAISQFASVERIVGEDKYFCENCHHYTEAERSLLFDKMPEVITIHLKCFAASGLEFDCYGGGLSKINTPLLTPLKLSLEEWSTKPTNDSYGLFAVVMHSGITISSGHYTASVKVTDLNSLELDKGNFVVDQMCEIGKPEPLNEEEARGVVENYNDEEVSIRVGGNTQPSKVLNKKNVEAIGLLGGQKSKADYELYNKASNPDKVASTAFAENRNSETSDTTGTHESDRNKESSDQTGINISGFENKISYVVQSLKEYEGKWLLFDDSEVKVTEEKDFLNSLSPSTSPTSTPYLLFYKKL
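In this screen, compounds sit with the deubiquitinase complex (1nM) for 15 min at room temperature before Ub-Rho is added at 150nM final. Fluorescence rise is then followed for 6 reads every 60 seconds.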
Vif-A3G inh: blocks the Vif interaction with human APOBEC3G. HeLa A3G-eYFP + Vif (tagged APOBEC3G with the HIV-1 protein that degrades it), YFP fluorescence, overnight. Potency, µM (doses to about 46.1 µM), without a hit: at the highest dose activity, negative = active, actives largely listed as inhibitors. 0.076% of 410,000 active;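 also: potency is read from the fitted curve at half-maximal effect; % is scaled to controls: 0 for no effect and ±100 for the full control effect; nearly all actives have a fitted effect of over 60% in size; hits raise eYFP signal because A3G escapes Vif-driven loss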
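HeLa cells stably expressing Vif and C-terminally eYFP-tagged A3G, seeded overnight at 37 deg C, then exposed to compound by pintool overnight at 37 deg C. Rise in yellow fluorescence (Ex 488/Em 500-530, Acumen) marks blocked Vif-driven A3G degradation.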
* hit, by the source's call; ? = inconclusive; / = no result given; & = joins results of further samples; [ ] = dose if it differs, or a comment. Unless noted, calls follow the shape of the dose curve; as a rule, active = well fitted curve in the direction sought with a large enough effect; inconclusive = small, poorly fitted or top-dose-only effect, or another doubt; inactive = no such curve, though single readings can be large; an effect the other way counts as inactive or inconclusive. Only part of the results is shown, so the mix of outcomes need not match the whole.

SMILES	mIDH1 inhibitor	Vif-A3F inh	LDHA block	Glioma ERSR ind	TrxR1 substrate	RGS4 inhibitor	rTrxR1 inhibitor	USP1-UAF1 inh	Vif-A3G inh
CCC1(c2ccc(F)cc2)NC(=O)N(CC(=O)Nc2ccc(S(N)(=O)=O)cc2)C1=O (stereo not given)	7%	1%	0	-1%	0%	-17%	12%	-11%	7%
O=S(=O)(NCC1CCCO1)c1ccc(-c2ccc(S(=O)(=O)NCC3CCCO3)cc2)cc1 (stereo not given)	2%	0%	-4	-9%	-3%[57.1 µM]	-14%	12%[57.1 µM]	-6%	5%
CC(=O)Nc1ccc2nc(NC(=O)c3ccc([N+](=O)[O-])o3)sc2c1	1%	5%	1	?	-6%	11%	-24%	-18%	13µM*
O=C(NCc1cccn1Cc1ccccc1)Nc1ccc(Br)cc1F	-21%	-10%	-6	-2%	-7%[57.1 µM]	-3%	6%[57.1 µM]	0%	-2%
COc1ccc(C2COC(=O)C2=N)c(NC(=O)c2ccc(Cl)cc2)c1 (stereo not given)	5%	1%	-3	-1%	5%	-21%	9%	0%	0%
C=CCOc1ccc(/C=C/C(=O)OCC(=O)NCCC2=CCCCC2)cc1	3%	-1%	-2	-4%	14%	-18%	7%	-10%	0%
COc1ccc2c(c1)S(=O)(=O)c1ccccc1N2	1%	10%	3	-5%	7%	-2%	8%	-14%	-5%
CCC(=O)NC(Cc1ccccc1)c1nc2ccccc2[nH]1 (stereo not given)	-3%	-2%	1	-6%	5%	0%	17%	-21%	-9%
Cc1cccc(NC(=O)c2ccc(OCc3c(C)noc3C)cc2)c1	8%	-2%	-3	2%	-13%	17%	1%	-14%	1%
O=C(Cn1cnc2scc(-c3ccccc3)c2c1=O)NCc1ccco1	-1%	-4%	2	1%	5%	-17%	4%	-24%	-4%
C[C@H](CO)N1C[C@H](C)[C@@H](CN(C)S(=O)(=O)c2ccc(F)cc2)Oc2c(NC(=O)Nc3ccc4c(c3)OCO4)cccc2C1=O	9%	3%	5	0%	7%[57.1 µM]	36%	4%[57.1 µM]	-19%	9%
CC(C)CCN1CCN(Cc2ccc3nsnc3c2)CC1CCO (stereo not given)	-4%	11%	-6	-1%	-12%	16%	-17%	-2%	-4%
CC(C)(C)c1ccc(S(=O)(=O)NCC(=O)Nc2ccc(-c3nc4ccccc4s3)cc2)cc1	-3%	-1%	-9	-1%	37%	0%[11.4 µM]	27%[57.1 µM]	-9%	-7%
C/C(=N\NC(=O)c1cc(-c2ccc(Cl)s2)[nH]n1)c1ccncc1	-5%	2%	-5	5%	0%	1%	13%	-10%	-8%
CN(Cc1c(C(=O)N/N=C/c2cccc(O)c2)nnn1-c1nonc1N)c1ccccc1	-6%	-6%	-5	-2%	-8%	13%[56.9 µM]	12%	-16%	-8%
O=C(CN1CCC(O)(c2ccc3c(c2)OCO3)CC1)NC1CCCCC1	3%	18%	-1	-3%	-4%[57.1 µM]	-29%	7%	-22%	1%
Cn1c(Cn2c(=O)sc3ccccc32)nnc1SCC(=O)NCc1ccccc1	15%	?	-8	10%	0%[57.1 µM]	-12%	15%[57.1 µM]	-8%	2%
CC(=O)N1CCN(C(=O)c2ccc(-c3cccc(C(F)(F)F)c3)o2)CC1	9%	2%	2	-2%	-3%	-32%	40µM*	-17%	1%
CC(NC(=O)Cc1ccc(F)cc1)c1ccc(F)cc1 (stereo not given)	-18%	-10%	-9	1%	13%	-28%	42%[activator]	-23%	0%
CCOc1ccc(C(=O)Nc2cc(C)ccn2)cc1	3%	6%	3&0	-12%	2%[57.1 µM]	?	18%[57.1 µM]	-17%	-4%
Cc1ccc(-n2ncc3c2CC(C)(C)CC3NC(=O)CCc2c(C)noc2C)cc1 (stereo not given)	7%	-8%	-4	1%	6%	9%	15%	-16%	-1%
Cc1sc2ncnc(N3CCN(S(=O)(=O)c4ccc(Br)cc4)CC3)c2c1C	6%	-8%	-3	-4%	-10%	-11%	-7%	-10%	1%
CNc1oc(-c2ccccc2Cl)nc1P(=O)(c1ccccc1)c1ccccc1	-8%	0%	-4	3%	19%	13%	8%[57.1 µM]	?	-7%
CCN(CC)c1ccc(NC(=O)Cn2ncc3c(C)n(Cc4ccccc4F)c(C)c3c2=O)c(C)c1	2%&5%	0%&-16%	17&10	-2%&-2%	2%	-15%&-18%	6%	-10%&-6%	-3%&-3%
Cc1ccccc1-c1nc(CN2CCC(C(=O)NCc3ccccc3Cl)CC2)c(C)o1	0%	2%	-2	0%	11%	-8%	4%	-24%	0%
O=C(NCc1ccccc1Cl)c1ccc2c(c1)OCO2	-13%	1%	-10	0%	4%	-7%	23%	-18%	-6%
COc1ccccc1N(CC(=O)NCCc1ccccc1)S(C)(=O)=O	0%	-5%	-5	-3%	10%	-8%	21%	-22%	0%
COC(=O)NC(=S)Nc1ccc(Oc2ccc(Cl)cc2Cl)c(Cl)c1	19%	-6%	0	13%	13%[57.1 µM]	-39%[11.4 µM]	-10%	-18%	-18%
COC(=O)c1ccccc1NC(=O)Cn1c(=O)n(CCC(=O)NC2CCN(Cc3ccccc3)CC2)c(=O)c2ccccc21	0%	-4%	-5	-3%	1%	6%[11.4 µM]	8%	-10%	-2%
CC(=O)N(Cc1cccnc1)c1nc2c(F)cc(F)cc2s1	?	4%	-14	-2%	1%[57.1 µM]	-3%	20%[57.1 µM]	?	4%
CC12CCC(=O)N1C(C(=O)Nc1cc(Cl)ccc1N1CCOCC1)CS2 (stereo not given)	-1%	-19%	-5	-4%	-8%	-23%	2%	-2%	-3%
COc1cccc(Cc2n[nH]c(=S)n2Cc2ccco2)c1	7%	0%	-2	-4%	9%[57.1 µM]	-7%	-16%[57.1 µM]	-7%	5%
Cc1cccc(C)c1-n1ncc(C(=O)NC2CCCC2)c1C1CCNCC1	-9%	3%	0	-4%	3%	-16%[56.9 µM]	-3%	-29%	0%
O=S(=O)(c1ccccc1F)N1CCN(Cc2cc3c(cc2O)OCO3)CC1	1%	0%	7	-2%	-4%	-13%	?	-12%	0%
COc1ccc(S(=O)(=O)N(C)c2ccc(C(=O)NC3CC3)cc2)cc1	4%	-6%	1	-5%	-5%	-18%	-11%	-4%	-6%
Nc1ccccc1CCc1ccccc1N	6%	-4%	-3	3%	/	/	/	1%	-3%
Cc1ccc(C)c(NC(=S)NNC(=O)c2ccc(Br)o2)c1	-4%	?	-1	3%	-1%	-14%	13%	-11%	1%
C=CCN(C(=O)CSc1nc2ccsc2c(=O)n1Cc1ccc(C(=O)O)cc1)c1ccccc1	-1%	-7%	2	-4%	/	/	/	-27%	-4%
COc1ccc(C2C(C#N)=C(N)Oc3cc(O)ccc32)cc1 (stereo not given)	-1%	0%	-2	4%	-5%	-13%	13%	-20%	-8%
COCCn1c(SC(C)C(=O)NCC2CCCO2)nc2sc3c(c2c1=O)CCC3 (stereo not given)	3%	-2%	-4	-2%	-4%	-6%	-15%	-11%	-1%

Grouped by structure: the compounds so far with bromine
SMILES	mIDH1 inhibitor	Vif-A3F inh	LDHA block	Glioma ERSR ind	TrxR1 substrate	RGS4 inhibitor	rTrxR1 inhibitor	USP1-UAF1 inh	Vif-A3G inh
O=C(NCc1cccn1Cc1ccccc1)Nc1ccc(Br)cc1F	-21%	-10%	-6	-2%	-7%[57.1 µM]	-3%	6%[57.1 µM]	0%	-2%
Cc1sc2ncnc(N3CCN(S(=O)(=O)c4ccc(Br)cc4)CC3)c2c1C	6%	-8%	-3	-4%	-10%	-11%	-7%	-10%	1%
Cc1ccc(C)c(NC(=S)NNC(=O)c2ccc(Br)o2)c1	-4%	?	-1	3%	-1%	-14%	13%	-11%	1%

More compounds:
SMILES	mIDH1 inhibitor	Vif-A3F inh	LDHA block	Glioma ERSR ind	TrxR1 substrate	RGS4 inhibitor	rTrxR1 inhibitor	USP1-UAF1 inh	Vif-A3G inh
Cc1nc2ccccc2n1Cc1ccc(Br)cc1	3%	-10%	-10	3%	10%[57.1 µM]	-2%	7%[11.4 µM]	-12%	-7%
COc1cc(C(=S)N2CCOCC2)ccc1OS(=O)(=O)c1ccc(NC(C)=O)cc1	-4%	-17%	-2	-5%	9%[57.1 µM]	10%	10%[57.1 µM]	0%	3%
Nc1[nH]ncc1-c1ccc(Cl)cc1	2%	0%	-3	1%	4%	?	10%	0%	0%
CN1CCC(N(C)C(=O)c2ccc(Cl)c(S(=O)(=O)Nc3cc(Cl)ccc3Cl)c2)CC1	-4%	-4%	1	-3%	3%	8%	0%	-1%	-6%
Cc1ccc(CC2S/C(=C(/C#N)C(=O)N3CCOCC3)N(c3ccccc3)C2=O)cc1 (stereo not given)	0%	1%	1	-4%	-3%	-32%	-9%	-17%	4%
Nc1ccccc1SCc1csc(-c2ccc(Cl)cc2)n1	8%	-4%	-19	12%	3%[2.29 µM]	-22%	55%[activator]	?	-21%
CC1CCCCC12NC(=O)N(CC(=O)NCCc1ccccn1)C2=O (stereo not given)	-5%	-5%	-11	-3%	0%	1%	12%	-15%	0%
O=C(C[n+]1ccc(CCSc2ccc(F)cc2)cc1)c1ccccc1	-6%	?	3	-2%	8%	?	?	-18%	-9%
CCOc1ccc2nc(NC(=O)c3cccnc3)sc2c1	7%	5%	1	-5%	3%	-14%	0%	-9%	0%
